Screening results: PubChem BioAssay, The Scripps Research Institute Molecular Screening Center
GPR151 ag: activators of human GPR151; 650,000 compounds, 1% hits; Q8TDV0; activation, % at 11.2 µM; PathHunter beta-arrestin GPR151 cells, luminescence; in the data active = activation above about 4.9%;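 also: 0% = median of compound wells and 100% = cells with positive control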
FBW7 act: activators of human E3 ligase FBW7; Q969H0; AlphaScreen FBW7–phospho-cyclin E peptide binding, activator screen; normalized activity (activation), % at 26.1 µM; 650,000 compounds, 0.13% hits; AID 1259310; in the data active = normalized activity above about 1.9%;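 also: purified mutant Fbw7 with reduced substrate affinity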
Target sequence (Q969H0 whole entry, looked up): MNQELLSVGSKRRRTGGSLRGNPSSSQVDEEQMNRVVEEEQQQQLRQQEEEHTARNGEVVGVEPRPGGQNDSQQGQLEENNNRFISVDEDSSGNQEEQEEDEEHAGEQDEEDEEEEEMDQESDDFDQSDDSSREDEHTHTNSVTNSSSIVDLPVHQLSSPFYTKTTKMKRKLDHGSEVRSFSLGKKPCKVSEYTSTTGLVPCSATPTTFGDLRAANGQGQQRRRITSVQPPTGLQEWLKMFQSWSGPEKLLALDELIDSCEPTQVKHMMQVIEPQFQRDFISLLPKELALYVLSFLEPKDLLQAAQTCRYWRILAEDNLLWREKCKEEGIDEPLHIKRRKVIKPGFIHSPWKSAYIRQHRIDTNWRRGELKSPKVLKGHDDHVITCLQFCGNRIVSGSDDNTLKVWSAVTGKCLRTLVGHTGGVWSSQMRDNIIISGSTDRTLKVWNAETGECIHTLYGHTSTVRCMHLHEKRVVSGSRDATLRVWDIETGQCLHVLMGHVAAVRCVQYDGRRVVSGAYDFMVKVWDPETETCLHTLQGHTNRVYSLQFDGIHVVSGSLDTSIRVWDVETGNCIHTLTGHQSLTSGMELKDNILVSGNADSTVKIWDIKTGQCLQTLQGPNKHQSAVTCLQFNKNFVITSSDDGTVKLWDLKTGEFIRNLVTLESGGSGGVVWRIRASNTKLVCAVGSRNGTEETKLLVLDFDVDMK
TEAD-YAP block: TEAD-YAP interaction inhibition; HEK-TIYL cells, TEAD-Gal4/YAP UAS-luciferase luminescence; inhibition, % at 9.12 µM; 640,000 compounds, 1.4% hits; in the data active = inhibition above about 32%;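 also: 0% = median of test compound wells and 100% = reference inhibitor wells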
MITF inh: inhibitors of human MITF; AlphaScreen MITF homodimerization, bead proximity signal; inhibition, % at 2.6 µM; 650,000 compounds, 0.91% hits; AID 1259374; in the data active = inhibition above about 50%;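 also: 0% = vehicle wells with protein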
* hit, by the source's call; . = not tested or not shown.

SMILES	GPR151 ag	FBW7 act	TEAD-YAP block	MITF inh
C[C@@H](C(=O)OCC(N)=O)N1C(=O)C2CC=CCC2C1=O (some centres undefined)	0.0	-0.1	10	7
O=C(COC(=O)c1cc[n+]([O-])cc1)NNC(=O)c1ccc(Cl)cc1	-1.5	0.0	-2	0
Cc1scc(CN2CCC3(CC2)OCCO3)c1C	-0.9	-0.2	-7	3
Cn1c(SCC(=O)NCCc2ccccc2)nnc1-c1ccc(=O)n(C)c1	-2.3	0.3	3	-18
Cc1cc(C)c(NC(=O)CC(=O)Nc2c(C)cc(C)cc2C)c(C)c1	-1.6	0.1	1	14
CCOc1cc(C2CC(=O)Nc3ccc4ccccc4c32)cc([N+](=O)[O-])c1O (centres undefined)	0.4	-0.1	3	12
CCOC(=O)CCCCNCc1ccccc1F	0.8	0.0	2	7
COCCN1C(=S)NC2c3cccc(OC)c3OC1(C)C2C (centres undefined)	-0.6	-0.1	4	1
O=C1OC(OC(=O)c2ccc([N+](=O)[O-])cc2)C(Nc2ccccc2)=C1Cl (centres undefined)	0.0	-0.1	10	-5
CCOc1ccc(S(=O)(=O)Nc2cc(N3CCCS3(=O)=O)ccc2C)cc1	0.7	0.3	28	-3
COc1cccc(/C=N/Nc2nnc(C)n2N)c1O	-1.0	-0.3	-1	11
COC(=O)c1cc(S(=O)(=O)N2CCN(Cc3ccccc3)CC2)cn1C	0.8	0.0	4	9
C#CCOc1ccc2ccccc2c1CN1CCOCC1	-1.6	0.0	2	3
O=C(CCC1(Cc2cccs2)CCC(=O)N1)NCc1scnc1-c1ccccc1 (centres undefined)	-0.4	0.2	1	-2
Cc1ccccc1OCC(=O)NCC(=O)OCC(=O)c1ccc([N+](=O)[O-])cc1	0.0	-0.4	1	1
O=C(c1ccncc1)N1CCCC(COCc2ccccc2)C1 (centres undefined)	0.2	0.1	1	1
COc1ccc(/C=C/C(=O)Oc2cccc3cccnc23)cc1	-0.2	0.1	-2	-5
COc1cccc(C(=O)Nc2ccc(O)c(-c3nc4ccccc4o3)c2)c1	-0.1	-0.2	-7	-7
Cc1ccccc1NC(=O)CSc1nnc(C)n1C	1.0	-0.1	9	14
Cc1ccc(NC(=O)N2CCN(c3cc(-n4ccnc4C)ncn3)CC2)cc1F	0.6	0.1	8	1
CC1(C)CC(=O)C(C=NCCN2CCN(CC(=O)Nc3ccc(Cl)cc3)CC2)=C(O)C1	-0.6	-0.1	16	-2
CCOCCn1c(=O)c2c(nc3n2CC(C)CN3c2ccccc2C)n(C)c1=O (centres undefined)	1.5	-0.1	8	12
COc1ccc(-c2noc(CCC(=O)N(C)c3cc(Cl)c(OC)cc3OC)n2)cc1	-0.1	-0.2	-13	-11
O=C(O)C(Cc1ccc(O)cc1)N1C(=O)CSC1=S (centres undefined)	-0.1	-0.1	-6	-16
COc1ccc(-n2nnc3c(=O)n(Cc4cccc(F)c4)cnc32)cc1OC	-0.6	0.0	8	6

Some of the entries above in a different format.
Every second line gives: GPR151 ag | FBW7 act | TEAD-YAP block | MITF inh
- Cc1ccccc1OCC(=O)NCC(=O)OCC(=O)c1ccc([N+](=O)[O-])cc1
  0.0 | -0.4 | 1 | 1
- O=C(c1ccncc1)N1CCCC(COCc2ccccc2)C1 (centres undefined)
  0.2 | 0.1 | 1 | 1

(next part)
SMILES	GPR151 ag	FBW7 act	TEAD-YAP block	MITF inh
Cc1cc(C)cc(NC(=O)c2nnn(Cc3ccc(Br)cc3)c2N)c1	2.2	1.4	17	10
COc1ccc(C(C)NC(=O)Nc2ccccc2C(F)(F)F)cc1OC (centres undefined)	0.9	0.1	-4	9
Cc1ccc(OCC(=O)NCc2ccccc2)cc1	-1.6	0.0	7	-3
O=C1OC(c2cccc3ccccc23)=N/C1=C/c1c(F)cccc1Cl	2.3	0.1	10	7
O=C(CCOc1ccccc1)Nc1ccnn1C1CCN(Cc2ccon2)CC1	1.4	0.1	10	-15
CC(=O)NC1(C2CCCCC2=O)CCCCC1 (centres undefined)	-0.7	-0.1	5	7
Cc1c(/C=C2/C(=N)N3N=C(C4CCCCC4)SC3=NC2=O)c2ccccc2n1Cc1ccccc1F	1.2	0.1	-4	15
CC(=O)Nc1ccc(N2C(=O)CC(NCCc3cccc(Cl)c3)C2=O)cc1 (centres undefined)	0.4	0.0	-6	-3
Cc1ncc2c(c1CNC(=O)Cc1ccsc1)CCN(C(=O)C1CCCCN1C)C2 (centres undefined)	1.5	-0.1	3	13
COC(=O)COc1ccc(/C=C2/SC(=O)N(C(C)C(=O)OC)C2=O)cc1OC (centres undefined)	1.6	-0.2	2	14
CCOC(=O)C1=C(C)NC(=S)NC1c1ccc(Cl)cc1 (centres undefined)	-2.3	-0.1	8	0
Cc1ccc(S(=O)(=O)N2CCOCC2)c([N+](=O)[O-])c1	-1.3	0.2	1	9
CCCCC(=O)NNC(=O)c1ccc(C(C)(C)C)cc1	0.2	0.3	-12	7
CCC(=O)N1c2ccccc2C(C)(c2ccccc2)CC1(C)C (centres undefined)	0.6	-0.2	-8	-6
CC1=NN(c2cccc(C(F)(F)F)c2)C(=O)/C1=C\c1ccccc1OCC(=O)O	2.9	0.3	0	10
O=C(C1CCN(S(=O)(=O)c2ccc(F)cc2)CC1)N1CCCCCC1	3.6	0.1	-13	-1
Cc1nc(N2CCCC(C(=O)O)C2)c2c3c(sc2n1)CCCC3 (centres undefined)	-0.1	-0.1	0	-8
O=C(O)c1ccc(N2C(=O)C3C4CCC(C4)C3C2=O)cc1 (centres undefined)	4.3	0.1	-5	-10
CS(=O)(=O)c1cc(Cl)ccc1CN1CCC(c2nc(-c3ccnnc3)no2)CC1	-2.0	0.2	-1	-6
O=C(NC1CCCCC1)c1ncoc1-c1ccc2ccccc2c1	-0.3	0.0	-16	2
O=C(CSc1nnc(-c2cccc(F)c2)o1)Nc1nncs1	-1.5	-0.2	-16	-20
Cc1ccc(-n2ncc3c(=O)n(CC(=O)NCc4ccccc4Cl)cnc32)cc1C	0.6	0.0	4	8
CSCCC(NC(C)=O)C(=O)OCC(=O)Nc1sc2c(c1C#N)CCCC2 (centres undefined)	-0.1	0.2	-1	9
COC(=O)c1c(NC(=O)COc2ccc(Cl)cc2C)sc(C)c1C	0.0	0.6	-4	10
CCOc1ccc(S(=O)(=O)Oc2ccccn2)cc1	0.4	0.1	10	6

As a working copy, some entries already given.
SMILES	GPR151 ag	FBW7 act	TEAD-YAP block	MITF inh
Cc1ccc(-n2ncc3c(=O)n(CC(=O)NCc4ccccc4Cl)cnc32)cc1C	0.6	0.0	4	8
CSCCC(NC(C)=O)C(=O)OCC(=O)Nc1sc2c(c1C#N)CCCC2 (centres undefined)	-0.1	0.2	-1	9
COC(=O)c1c(NC(=O)COc2ccc(Cl)cc2C)sc(C)c1C	0.0	0.6	-4	10
CCOc1ccc(S(=O)(=O)Oc2ccccn2)cc1	0.4	0.1	10	6

Going on with the list.
SMILES	GPR151 ag	FBW7 act	TEAD-YAP block	MITF inh
CCOc1ccc(CN2CCc3nnc(CCNC(=O)C4CCCCC4)n3CC2)cc1	1.4	-0.2	-5	-5
CC(NC(=O)CN(c1ccc(Oc2ccccc2)cc1)S(C)(=O)=O)c1ccccc1 (centres undefined)	-0.7	-0.2	0	14
NC(=O)c1nc(-c2ccccn2)nc2c1[nH]c(=O)n2C1CCCCC1	-1.1	0.7	8	25
Cc1cc(C)cc(NC(=O)COC(=O)CCn2c(C)csc2=O)c1	-1.8	0.2	-3	7
CCOC(=O)N1CCC(N(CCN(C)C)C(=S)Nc2ccccc2OCC)CC1	-0.9	0.1	-3	3
O=C1CCCN1CCn1cnc2c(NCc3cccc(C(F)(F)F)c3)nc(Nc3ccncc3)nc21	-0.3	0.1	6	-2
COc1c(C)cccc1C(=O)NCc1ccco1	1.2	0.1	-6	11
O=S(=O)(c1ccc2ccccc2c1)N1CCN(CC2CC=CCC2)CC1 (centres undefined)	0.2	0.0	2	40
COc1ccc(OC)c(NC(=O)/C=C/c2ccc3c(c2)OCO3)c1	0.8	0.0	-34	5
CNC(=O)[C@H]1O[C@@H](n2cnc3c(NCc4ccc(N)cc4)ncnc32)C(O)[C@H]1O (some centres undefined)	-0.2	0.0	-18	-6
Cc1ccc([N+](=O)[O-])cc1N=Cc1ccccc1O	-0.3	0.0	0	-1
O=[N+]([O-])c1cc([N+](=O)[O-])c2cc[nH]c2c1	0.1	-0.1	-2	69*
CCOc1ccc2[nH]c3nc(SCC(=O)Nc4ccc(OC)c(OC)c4)nnc3c2c1	-3.3	0.1	1	15
Cc1ccnc(NS(=O)(=O)c2ccc(NC(=O)c3cc(Cl)ccc3[N+](=O)[O-])cc2)n1	4.6	-0.2	7	-12
C/C(CC(=O)NC(C)C)=N\NC(=O)c1cccc(C)c1O	-0.3	0.0	-15	-4
CC(=O)N1N=C(c2c(-c3ccccc3)c3cc(Cl)ccc3[nH]c2=O)CC1c1ccco1 (centres undefined)	1.2	0.0	3	11
CCC(=O)OCC(=O)[C@@]1(OC(=O)CC)[C@@H](C)C[C@H]2[C@@H]3CCC4=CC(=O)C=CC4(C)[C@@]3(Cl)[C@@H](O)CC21C (some centres undefined)	1.0	0.3	.	2
CCNc1cc(C(=O)NCCN2CCOCC2)ccn1	1.7	0.0	8	-14
O=C(COc1ccc(Cl)cc1)NCCCN1CCOC(c2ccccc2)C1 (centres undefined)	-1.3	0.3	2	11
COc1cccc(NC(=O)Cn2c(=O)oc3cc(S(=O)(=O)NC4CCCC4)ccc32)c1	-0.4	0.0	17	6
COc1cc(/C=C2\C(=O)N(c3ccccc3)N=C2C)cc(Br)c1O	-0.6	0.2	3	23
COc1ccc(Nc2cc(N3CCN(C)CC3)c3noc4c3c2C(=O)c2ccccc2-4)cc1	-0.8	-0.3	-11	-2
COc1ccc(CCNC(=O)CCS(=O)(=O)Cc2ccc(Cl)cc2)cc1OC	-0.7	0.0	2	-18
Cc1cccc(C(=O)Nc2ccc3oc(-c4ccc(F)cc4Cl)nc3c2)c1	-0.2	0.0	-7	-7
CCCN1C(=O)/C(=C2/C(=O)N(CCC)c3ccccc32)SC1=S	1.3	-0.2	-14	-2

Next part:
SMILES	GPR151 ag	FBW7 act	TEAD-YAP block	MITF inh
CN=C(NS(=O)(=O)c1ccc(Br)cc1)c1ccc(Cl)cc1	0.1	0.2	6	1
O=[N+]([O-])c1cc(CN2CCC(O)CC2)ccc1Cl	1.5	-0.2	-2	18
Cc1nc2c(sc(=S)n2-c2ccccc2)c(=O)[nH]1	-0.1	0.8	0	5
COc1ncc(-c2cnc3[nH]c(=O)n(CCCO)c3n2)cn1	-1.3	0.1	-3	-10
CCCS(=O)(=O)N1CCN(C2CCN(C(=O)OCC)CC2)CC1	-1.4	-0.2	3	33
Cc1nn(C)cc1C(=O)N1CCC2(CC1)NC(=O)c1ccccc1O2	3.1	0.2	4	12
CCN=C1Cn2c(nc3scc(-c4ccccc4)c3c2=O)CN1CC	-1.7	0.4	-4	17
COc1cc(S(=O)(=O)Nc2cccnc2)ccc1Cl	-0.5	0.3	2	-5
CC(=O)c1cccc(NS(=O)(=O)c2ccc(O)c(C(N)=O)c2)c1	-0.7	0.2	-5	-8
O=[N+]([O-])c1ccc(/C=N/Nc2ccc3ccccc3c2)o1	0.0	-0.4	6	37
CC(C)(C)c1ccc(-c2cc3ccccn3c2)cc1	1.6	0.7	-30	5
COC(=O)C1CC(=O)N(C)C12CCN(Cc1cn[nH]c1-c1ccc(OC)cc1)CC2 (centres undefined)	2.4	-0.1	3	0
COc1ccc(OC)c(CCNCc2cn[nH]c2-c2cccs2)c1	-0.6	-0.2	8	9
COC(=O)C1=NNC2C(=O)N(c3cccc(Cl)c3C)C(=O)C12 (centres undefined)	-0.3	0.0	2	-4
CN(C)c1ccc(/C=c2\sc3n(c2=O)C(c2ccccc2)C(c2ccccc2)=NN=3)cc1 (centres undefined)	1.0	-0.1	3	-12
CCOC(=O)C1=C(C)NC2=C(C(=O)C(C(=O)OCC)C(c3ccccc3OC)C2)C1c1ccc(N(C)C)cc1 (centres undefined)	-1.3	0.3	-3	12
COCCN1CCN(C(=O)c2ncoc2-c2ccc(Cl)cc2)CC1	0.1	0.0	-2	-7
O=[N+]([O-])c1ccc(NCCNCc2cccnc2)cc1	0.3	0.0	24	10
Cc1ccc(C(=O)Nn2c(C3CCCCC3)nc3ccccc3c2=O)cc1C	1.2	0.0	0	3
CC(C)=CCC/C(C)=C/CO	1.6	0.0	4	14
O=C1CS(=O)(=O)C(c2ccc(Cl)cc2)N1c1ccc(Cl)cc1 (centres undefined)	-1.1	-0.1	-2	-5
OC(COC1CCCCC1)Cn1nnc2ccccc21 (centres undefined)	-1.0	0.0	-21	-7
CC(C)CC(NS(=O)(=O)c1ccc2c(c1)oc(=O)n2C)C(=O)N(C)Cc1ccccc1 (centres undefined)	0.2	0.0	-2	-1
CCOC(=O)c1c(NC(=S)NC(=O)c2ccco2)sc(C)c1C	0.7	1.8	-1	12

Some values from the list.
COCCN1C(=S)NC2c3cccc(OC)c3OC1(C)C2C (centres undefined) | TEAD-YAP block: 4
NC(=O)c1nc(-c2ccccn2)nc2c1[nH]c(=O)n2C1CCCCC1 | MITF inh: 25
Cc1cc(C)cc(NC(=O)c2nnn(Cc3ccc(Br)cc3)c2N)c1 | TEAD-YAP block: 17
Cc1ccc(OCC(=O)NCc2ccccc2)cc1 | MITF inh: -3
O=C1CS(=O)(=O)C(c2ccc(Cl)cc2)N1c1ccc(Cl)cc1 (centres undefined) | FBW7 act: -0.1
OC(COC1CCCCC1)Cn1nnc2ccccc21 (centres undefined) | TEAD-YAP block: -21
